Screening results from PubChem BioAssay.
AmpC det inh – inhibitors of E. coli AmpC beta-lactamase with detergent. P00811. purified AmpC, nitrocefin hydrolysis with detergent. Potency, µM (doses to about 28.7 µM), for inactives: top-dose activity change, negative = inhibition. actives 0.09% (n = 71,000); active = well fitted curve in the direction sought with a large enough effect
Target sequence (P00811 whole entry, looked up): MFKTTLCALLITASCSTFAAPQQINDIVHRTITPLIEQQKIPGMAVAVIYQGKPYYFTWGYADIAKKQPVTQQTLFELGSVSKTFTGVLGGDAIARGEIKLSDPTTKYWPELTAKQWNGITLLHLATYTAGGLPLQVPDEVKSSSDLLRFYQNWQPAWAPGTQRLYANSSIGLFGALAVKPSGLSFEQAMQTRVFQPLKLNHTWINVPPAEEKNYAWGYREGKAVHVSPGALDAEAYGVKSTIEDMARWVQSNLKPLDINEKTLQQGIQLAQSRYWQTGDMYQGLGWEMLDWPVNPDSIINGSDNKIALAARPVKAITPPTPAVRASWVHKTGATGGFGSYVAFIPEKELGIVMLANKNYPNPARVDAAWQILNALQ
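E. coli AmpC (5.3 nM) in 20 mM phosphate pH 7.0 with 0.01% Triton X-100, preincubated 15 min RT with compound; nitrocefin (2 uL of 800 uM stock) hydrolysis followed by 480 nm absorbance every 20 s over 4 min.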
The depositor's hits bear a star; & = joins results of further samples; [ ] = dose if it differs, or a comment. % is set by controls: 0 for no effect and ±100 for the full control effect; potency is the fitted concentration of half-maximal effect.

SMILES	AmpC det inh
CCn1c(CSc2ncccn2)nnc1SCC(=O)N1c2ccccc2CC1C (configuration not stated)	0%
N#Cc1cccc(-c2cc(NCc3cccnc3)ncn2)c1	-14%
COCCCN1C(=O)C(=O)/C(=C(/O)c2ccc(C)cc2)C1c1ccccc1 (configuration not stated)	-1%
O=C(CCC(=O)c1ccc(F)cc1)OC1CCOC1=O (configuration not stated)	-6%
Cc1cc(C)n(C(=O)c2ccc(NC(=O)C3COc4ccccc4O3)cc2)n1 (configuration not stated)	-2%
COC(=O)C1CCN(C(=O)Cc2ccc(Br)cc2)CC1	-2%
CCC1(C)Cc2ccccc2-c2c1c(=O)n(Cc1ccccc1)c1nnnn21 (configuration not stated)	8%
COc1ccc(CCCc2nnc(SCC(=O)Nc3ncc(C)s3)o2)cc1	-2%
Cc1cc(-c2ccco2)n(CC(=O)NCCCc2ccccc2)n1	5%
CC(C)c1nc(SCC(=O)N2CCOCC2)c2c(=O)n(C)c(=O)n(C)c2n1	11%
CCN(CC)S(=O)(=O)c1ccc(C(=O)Nc2ncn(Cc3ccccc3)n2)cc1	-1%
CCc1ccc(C(c2ccc(CC)cc2)C(Cl)Cl)cc1	20%
Cc1ccc(CNC(=O)[C@H](C)[C@H]2C[C@]2(C)[C@H](NC(=O)OCc2ccccc2)c2ccccc2)o1	0%
COCCn1nnnc1C(c1ccccc1)N1CCN(C)CC1 (configuration not stated)	14%
COC(=O)Cn1c(C(=O)N(C)C)cc2c1C[C@H]1CN(C(=O)c3ccccc3)[C@@](Cc3ccc(OC)cc3)(C(=O)OC)[C@@H]21	-1%
COc1ccc(NC(=O)c2c(NC(=O)CNCc3ccco3)sc3c2CCC3)cc1	6%
CCN(CC)CCOc1ccc(Br)cc1	6%
CCn1cc(C(=O)NCCCN2CC(C)CC(C)C2)c2cc(OC)c(OC)cc2c1=O (configuration not stated)	14%
CC1CN(C(=O)c2ccc3c(c2)OCO3)OC(c2ccccc2)O1 (configuration not stated)	-2%
CCn1cc(C(=O)NCCCN(C)c2ccccc2)c(=O)c2cc(S(=O)(=O)N(C)C)ccc21	11%
CC(=O)c1sc2nc(=O)c(C)nn2c1C	-2%
COc1ccc(C(c2sc3ncnn3c2O)N2CCN(c3ccccc3F)CC2)cc1OC (configuration not stated)	11%
CC(=O)Oc1cccc(N2C(=O)C3CC=C(Cl)CC3C2=O)c1 (configuration not stated)	9%
O=C(Cc1ccc(Cl)cc1)Nc1ccc2oc(-c3ccncc3)nc2c1	-5%
COC(=O)c1cc2sccc2n1CC(=O)Nc1ccc(OC)c(OC)c1OC	-4%
COc1ccc(C2C(C(=O)Nc3cccnc3)=C(C)Nc3nc(-c4ccco4)nn32)cc1 (configuration not stated)	0%
CCn1cc(C(=O)NCC2CCCO2)c2cc(OC)c(OC)cc2c1=O (configuration not stated)	12%
CCCCc1cc(=O)oc2cc(OCc3nn[nH]n3)c(Cl)cc12	4%
Nc1cccc([N+](=O)[O-])c1	7%
CCCCn1c(SCC(=O)Nc2nnc(C)s2)nc2c1c(=O)n(C)c(=O)n2C	7%
CN(C)C(=O)c1ccc(-c2nc(NC3CCNCC3)c3ccccc3n2)cc1	11%
Cn1c(CNC(=O)Cc2ccc3c(c2)OCO3)nnc1SCc1ccccc1	0%
O=P1(NC2CCCC2)COc2ccccc2OC1	-3%
N#Cc1c(NC(=O)c2nc3ncccn3n2)sc2c1CCCCC2	-6%
O=C(Cn1ncc2c3ccccc3n(Cc3ccccc3F)c2c1=O)N1CCC2(CC1)OCCO2	8%
CCOC(=O)c1c(NC(=O)COC(=O)Cn2cnc3ccccc32)sc(C)c1C	-5%
CC1(C)CN=C(NCc2ccccc2Cl)S1	-4%
CC1CCN(C(=O)CCNS(=O)(=O)c2ccccc2)CC1	14%
CN(C)CCSc1nc(N)c2c3c(sc2n1)CN(C)CC3	-3%
COc1cccc(-c2nc(Nc3ccncc3)c3ccccc3n2)c1	4%
CCC1=C(C[C@H]2NCCc3cc(OC)c(OC)cc32)C[C@H]2c3ccccc3CCN2C1	-5%[5.75 µM]
O=C(Nc1ccc(S(=O)(=O)N2CCOCC2)cc1)C1CCCCC1	-6%
Cc1cc(C)cc(-c2nc(-c3ccncc3)no2)c1	16%
CN1CCN(S(=O)(=O)c2ccc(NC(=O)c3ccco3)cc2)CC1	-4%
COc1ccccc1N1CCN(CCCNC(=O)Nc2ccccc2)CC1	-3%
COC(=O)[C@H](C)NC(=O)Nc1ccc(S(N)(=O)=O)cc1	-1%
CN(C)c1ccc(-c2nc(N(C)Cc3ccco3)c3ccccc3n2)cc1	8%
COc1ccccc1NC(=O)CSc1nc(O)cc(=O)[nH]1	11%
COc1ccc(-c2c3c(=O)n(C)c(=O)n(C)c3cn2-c2cc(OC)ccc2OC)cc1	-2%
CCCn1c(SCC(=O)Nc2nc(C)c(C(=O)OC)s2)nnc1C(C)C	26%
CCCNc1ncnc2[nH]ncc12	-3%[5.75 µM]
C1CCCNCC1	10%
CCOC(=O)c1sc2nc(N3CCOCC3)c3c(c2c1N)CC(C)(C)N(C)C3	12%
O=C(CC12CC3CC(CC(C3)C1)C2)NCC(=O)N1CCCC1	-2%
CCOC(=O)c1c(C)c(C(=O)N2CCN(c3cccc(Cl)c3)CC2)c(C)n1C	-3%
CCN(CC)CCOC(=O)c1cccc(Br)c1	-3%
C=CCn1c(Cc2cccs2)nnc1SCC(=O)Nc1cc(OC)cc(OC)c1	-1%
COc1ccccc1CNC(=O)[C@@H]1CCCN1C(=O)C1CCN(S(=O)(=O)c2ccc(C)cc2)CC1	-3%
c1ccc(COc2ccc(OCCOCCn3cncn3)cc2)cc1	-2%
CC(C)CC(c1nnnn1CC1CCCO1)N1CCN(c2cccc(Cl)c2)CC1 (configuration not stated)	8%

In a second layout: results already given.
SMILES | AmpC det inh
C1CCCNCC1 | 10%
COC(=O)[C@H](C)NC(=O)Nc1ccc(S(N)(=O)=O)cc1 | -1%
CCOC(=O)c1sc2nc(N3CCOCC3)c3c(c2c1N)CC(C)(C)N(C)C3 | 12%
C=CCn1c(Cc2cccs2)nnc1SCC(=O)Nc1cc(OC)cc(OC)c1 | -1%

The results go on.
SMILES	AmpC det inh
COc1ccc(CNc2ncncc2-c2cccc(NS(C)(=O)=O)c2)c(OC)c1	-4%
COCCn1c(C)nc2oc3ccc(Br)cc3c(=O)c2c1=O	1%
O=C(NC1=NC2CCCCC2N1)c1ccccc1 (configuration not stated)	-5%
O=C(OCc1ccc2c(c1)OCO2)c1ccc(S(=O)(=O)N2CCCCC2)cc1	0%
Cc1cc(=O)oc2cc3c(cc12)OCCO3	-2%
COc1ccccc1-c1cc(C(=O)Nc2cc(C)nn2-c2ccccc2)no1	-2%
COCCn1c(C)cc(C(=O)COC(=O)c2ccc(N3CCCC3=O)cc2)c1C	-2%
CC1Cc2ccccc2N1C(=O)Cn1cnc2ccccc2c1=O (configuration not stated)	3%
Cc1ccc(C(=O)Nc2cccc(C(=O)NCc3ccccc3)c2)o1	-3%
COc1ccc(C(=O)NCC(c2ccc(F)cc2)N2CCOCC2)cc1S(=O)(=O)N1CCCC1 (configuration not stated)	11%
CCOC(=O)C1CCCN(C(=O)C(C)Oc2ccc(Cl)cc2Cl)C1 (configuration not stated)	-4%
Cc1cccc(CN2CCNC2=O)c1	9%
COc1ccc(N2CCN(C(c3ccccc3)c3nnnn3Cc3ccc(F)cc3)CC2)cc1 (configuration not stated)	2%
COc1ccc(CCNC(=O)CSc2nnc(-c3cccc(C)c3)o2)cc1OC	5%
Cc1cc(-n2c(C)cc(C(=O)CSc3nnnn3-c3ccccc3)c2C)no1	-1%
Nc1ccc2oc(-c3ccccn3)nc2c1	10%
Nc1ncnc2c1ncn2[C@@H]1O[C@@H](CO)[C@H](O)[C@@H]1O	-2%
Cc1noc(C)c1C(=O)N1CCc2ccccc2C1	19%
O=C(CCS(=O)(=O)Cc1ccccc1F)N1CCc2ccccc2C1	6%
O=C(NCCC1=CCCCC1)N[C@@H](Cc1ccccc1)C(=O)O	-3%
COC(=O)c1ccc(COC(=O)c2ccccn2)cc1	-5%
C=CCNC(=O)c1ccc(C)cc1Cl	9%
COc1cccc(N2CCN(Cc3ccc(Cl)cc3)CC2)c1	-1%
COc1cccc(-c2nc(NCc3ccc(OC)cc3OC)c3ccccc3n2)c1	12%
CS(=O)(=O)c1ccc2nc(NC(=O)C3C4C=CC(C4)C3C(=O)O)sc2c1 (configuration not stated)	-6%
O=c1[nH][nH]c2nc(C(F)(F)F)cc(C(F)(F)F)c12	0%
COc1ccc(Cc2nnc(SCC(=O)Nc3nc(C)cs3)o2)cc1	-4%
COc1ccc(N2C(=O)C(CC(=O)O)S/C2=C\C(C)=O)cc1 (configuration not stated)	-3%
COc1ccc(CN(Cc2cc3ccc(C)cc3[nH]c2=O)Cc2nnnn2C2CCCC2)cc1	3%
CCOC(=O)c1cc(CC)sc1NC(=O)Cc1ccsc1	0%
c1ccc(N2CCN(c3ccccc3)C2c2cccs2)cc1	9%
NC1(P(=O)(O)O)CCCCC1	-3%[5.75 µM]
CCCNC(=O)C1CCN(S(=O)(=O)c2ccc(Br)cc2)CC1	-3%
C[C@H]1CCCC(=O)CCC/C=C/c2cc(O)cc(O)c2C(=O)O1	-6%&6%&-1%
COc1ccc(OC)c2[nH]c(=O)c(CCNS(=O)(=O)c3ccc(C)cc3)cc12	0%
O=C(c1ccccc1)c1ccc(OCC(O)CN2CCOCC2)cc1 (configuration not stated)	-3%
CCCN1CCO[C@@H]2c3cc(O)ccc3OC[C@@H]21	-5%
CCOC(=O)c1cnc(NCc2ccccc2)nc1C	-2%
CCC1(c2ccc(F)cc2)NC(=O)N(CC(=O)c2ccc[nH]2)C1=O (configuration not stated)	-2%
COc1ccc(CCNC(=O)CSc2nc(-c3ccco3)cc(C(F)(F)F)n2)cc1OC	11%
CC(=O)c1cccc(NC(=O)c2cc(-n3cnnc3)ccc2Cl)c1	-2%
CCC1CCCCN1C(=O)CSc1nc(N)c(NC(=O)c2ccc(OC)c(OC)c2)c(=O)[nH]1 (configuration not stated)	-2%
CCc1cccc(CC)c1N(COC)C(=O)CCl	7%
C[C@@H]1[C@H]2C=C[C@@H]1[C@@H](c1c3ccc(=O)c(O)c-3oc3c(O)c(O)ccc13)[C@@H]2C(=O)O	2µM*

Molecules shown so far containing a halogen:
SMILES	AmpC det inh
O=C(CCC(=O)c1ccc(F)cc1)OC1CCOC1=O (configuration not stated)	-6%
COC(=O)C1CCN(C(=O)Cc2ccc(Br)cc2)CC1	-2%
CCc1ccc(C(c2ccc(CC)cc2)C(Cl)Cl)cc1	20%
CCN(CC)CCOc1ccc(Br)cc1	6%
COc1ccc(C(c2sc3ncnn3c2O)N2CCN(c3ccccc3F)CC2)cc1OC (configuration not stated)	11%
CC(=O)Oc1cccc(N2C(=O)C3CC=C(Cl)CC3C2=O)c1 (configuration not stated)	9%
O=C(Cc1ccc(Cl)cc1)Nc1ccc2oc(-c3ccncc3)nc2c1	-5%
CCCCc1cc(=O)oc2cc(OCc3nn[nH]n3)c(Cl)cc12	4%
O=C(Cn1ncc2c3ccccc3n(Cc3ccccc3F)c2c1=O)N1CCC2(CC1)OCCO2	8%
CC1(C)CN=C(NCc2ccccc2Cl)S1	-4%
CCOC(=O)c1c(C)c(C(=O)N2CCN(c3cccc(Cl)c3)CC2)c(C)n1C	-3%
CCN(CC)CCOC(=O)c1cccc(Br)c1	-3%
CC(C)CC(c1nnnn1CC1CCCO1)N1CCN(c2cccc(Cl)c2)CC1 (configuration not stated)	8%
COCCn1c(C)nc2oc3ccc(Br)cc3c(=O)c2c1=O	1%
COc1ccc(C(=O)NCC(c2ccc(F)cc2)N2CCOCC2)cc1S(=O)(=O)N1CCCC1 (configuration not stated)	11%
CCOC(=O)C1CCCN(C(=O)C(C)Oc2ccc(Cl)cc2Cl)C1 (configuration not stated)	-4%
COc1ccc(N2CCN(C(c3ccccc3)c3nnnn3Cc3ccc(F)cc3)CC2)cc1 (configuration not stated)	2%
O=C(CCS(=O)(=O)Cc1ccccc1F)N1CCc2ccccc2C1	6%
C=CCNC(=O)c1ccc(C)cc1Cl	9%
COc1cccc(N2CCN(Cc3ccc(Cl)cc3)CC2)c1	-1%
O=c1[nH][nH]c2nc(C(F)(F)F)cc(C(F)(F)F)c12	0%
CCCNC(=O)C1CCN(S(=O)(=O)c2ccc(Br)cc2)CC1	-3%
CCC1(c2ccc(F)cc2)NC(=O)N(CC(=O)c2ccc[nH]2)C1=O (configuration not stated)	-2%
COc1ccc(CCNC(=O)CSc2nc(-c3ccco3)cc(C(F)(F)F)n2)cc1OC	11%
CC(=O)c1cccc(NC(=O)c2cc(-n3cnnc3)ccc2Cl)c1	-2%
CCc1cccc(CC)c1N(COC)C(=O)CCl	7%

A portion of the library. The share of hits here may be higher or lower than overall.
